CHOP UPR activ: activators of apoptotic arm of unfolded protein response (CHOP). CHO-CHOP luciferase reporter, UPR activation, luminescence; percent of tunicamycin response over DMSO baseline. activation, % at 10 µM. 330,000 compounds, 0.34% hits. AID 449763;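 active = at 10 µM dose, activation of 40% or more, normalized to positive control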;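 also: 100% = tunicamycin at 10 µg/mL and 0% = DMSO alone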
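assay system = CHO CHOP reporter cells | amount = 500 CHO-CHOP cells per well | buffer or medium = F12 with 10% FBS | incubation = 16-18 h cell attachment, then 6 h compound exposure, 37 °C | detection = luminescence read with Steady-Glo | read-out = percent activation relative to tunicamycin control | controls = tunicamycin high control, DMSO low control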
tim23-1 inh: tim23-1 yeast growth inhibition | 330,000 compounds, 1.3% hits | inhibition, % at 20 µM | S. cerevisiae tim23-1 growth, BacTiter-Glo luminescence, 24 h;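 active = growth inhibition of the mutant yeast at or above 50%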;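 also: temperature-sensitive mutant grown at 25 °C; plate controls were DMSO-treated mutant yeast for no effect and medium wells lacking yeast for full effect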
APJ agonist: agonists of human APJ apelin receptor. P35414. activation, % at 20 µM. 330,000 compounds, 0.11% hits. CHO-K1 APJ PathHunter beta-arrestin, luminescence; 0% DMSO wells, 100% apelin;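 active = activation more than six SD over the plate average, tested at 20 µM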;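 also: 0% = DMSO alone and 100% = apelin-13 at 10 nM; some results filed as inactive read as strong as hits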
Target sequence (P35414 whole entry, looked up): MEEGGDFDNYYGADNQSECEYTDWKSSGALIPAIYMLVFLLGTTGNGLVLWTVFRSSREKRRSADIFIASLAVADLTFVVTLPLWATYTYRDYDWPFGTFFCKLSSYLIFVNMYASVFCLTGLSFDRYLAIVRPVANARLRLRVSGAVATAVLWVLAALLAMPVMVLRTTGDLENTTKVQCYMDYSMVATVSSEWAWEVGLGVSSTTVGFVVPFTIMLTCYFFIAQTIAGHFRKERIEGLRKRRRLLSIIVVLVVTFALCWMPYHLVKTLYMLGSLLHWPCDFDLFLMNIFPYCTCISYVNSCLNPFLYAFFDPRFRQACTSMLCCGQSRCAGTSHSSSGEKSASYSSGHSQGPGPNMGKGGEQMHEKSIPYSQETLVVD
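Material: CHO-K1 APJ beta-arrestin complementation cell line; Input: cell density 1000 per well; Incubation: compound stimulation 90 min at 25 °C, detection 60 min; Signal: luminescence from split beta-galactosidase complementation, Galacton Star/Emerald II substrate; Controls: DMSO-only wells as negative, 10 nM Apelin-13 as positive control.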
Mdm2-MdmX inh: inhibitors of human Mdm2/MdmX interaction; O15151+Q00987; SaOS-2 split-luciferase Mdm2/MdmX complementation, luminescence; inhibition, % at 8 µM; 330,000 compounds, 3% hits; AID 485346;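 active = inhibition of at least 50% at 8 µM in the primary screen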
APJ antagonist: APJ receptor antagonism. P35414. CHO-K1 APJ beta-arrestin complementation, luminescence. inhibition, % at 20 µM. 330,000 compounds, 0.32% hits;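 active = inhibition above about 40% at 20 µM, limit read from the data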;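 also: cells challenged with 10 nM apelin-13 agonist together with compound; plate controls were apelin-13 plus DMSO wells for no effect and DMSO wells lacking apelin-13 for full effect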
CCR6 antag: CCR6 (human) receptor antagonism | P51684 | CHO-K1 CCR6 PathHunter beta-arrestin, luminescence, CCL20-stimulated | inhibition, % at 20 µM | 340,000 compounds, 0.49% hits;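 active = compounds whose inhibition of the agonist-driven luminescence signal at 20 µM reaches about 50%, limit read from the data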;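 also: cells stimulated with CCL20 at 14 nM final; plate controls were DMSO with CCL20 for no effect and DMSO without agonist for full effect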
XBP1 UPR activ: activators of adaptive arm of unfolded protein response (XBP1) | CHO-XBP1 luciferase reporter, IRE1-XBP1 UPR activation, luminescence; percent of tunicamycin response, DMSO as zero | activation, % at 20 µM | 330,000 compounds, 0.33% hits;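 active = versus positive control, 20 µM dose yields 30% or more activation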;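 also: 100% = tunicamycin at 10 µg/mL and 0% = DMSO only wells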
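Signal: luciferase luminescence; Assay system: CHO-XBP1 luciferase reporter cells; Amount: one thousand reporter cells per well; Dosing: 20 µM single concentration, DMSO 1%; Benchmarks: high control tunicamycin 10 µg/mL final, low control DMSO vehicle only; Schedule: 6 h compound exposure at 37 °C, 5% CO2; Evaluation: percent activation relative to tunicamycin reference.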
CXCR6 inh: blocks human CXCR6 beta-arrestin recruitment; O00574; CHO-K1 PathHunter CXCR6 beta-arrestin, luminescence; inhibition, % at 20 µM; 360,000 compounds, 0.36% hits; AID 602244; in the data active = inhibition above about 34%, passing the limit was not always enough;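 also: antagonist mode with CXCL16 agonist at 10 nM final; 0% = 10 nM CXCL16 with DMSO and 100% = unstimulated wells without agonist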
Target sequence (O00574 whole entry, looked up): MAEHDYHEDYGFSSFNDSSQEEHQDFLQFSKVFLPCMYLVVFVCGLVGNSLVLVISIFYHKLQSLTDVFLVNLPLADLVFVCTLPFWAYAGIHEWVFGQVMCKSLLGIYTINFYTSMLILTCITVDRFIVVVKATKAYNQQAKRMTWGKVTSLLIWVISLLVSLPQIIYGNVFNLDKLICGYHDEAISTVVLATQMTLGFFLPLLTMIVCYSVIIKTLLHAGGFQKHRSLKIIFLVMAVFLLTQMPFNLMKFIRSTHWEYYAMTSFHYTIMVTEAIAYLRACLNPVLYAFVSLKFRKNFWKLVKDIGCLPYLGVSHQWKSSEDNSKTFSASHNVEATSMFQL
EBI2 block: EBI2 (human) antagonism | P32249 | EBI2 beta-arrestin recruitment, luminescence, 7a,25-OHC stimulated | inhibition, % at 5 µM | 360,000 compounds, 0.81% hits | AID 651636; in the data active = inhibition above about 38%;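 also: enzyme fragment complementation signal reports receptor beta-arrestin coupling in cells; 0% = agonist plus DMSO wells and 100% = wells without agonist; some results beyond the cut were filed as inactive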
Target sequence (P32249 whole entry, looked up, the tested form may be a part): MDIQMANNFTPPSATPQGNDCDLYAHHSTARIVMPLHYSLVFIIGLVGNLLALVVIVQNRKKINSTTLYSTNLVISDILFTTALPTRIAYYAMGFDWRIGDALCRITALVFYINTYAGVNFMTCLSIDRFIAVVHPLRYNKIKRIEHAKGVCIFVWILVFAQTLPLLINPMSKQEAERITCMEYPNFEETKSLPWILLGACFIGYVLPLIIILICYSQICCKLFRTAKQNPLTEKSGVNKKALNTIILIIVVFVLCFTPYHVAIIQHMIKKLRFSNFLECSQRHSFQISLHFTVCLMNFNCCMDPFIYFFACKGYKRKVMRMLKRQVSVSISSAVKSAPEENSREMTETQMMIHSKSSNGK
Active calls of the source: *; nt = not tested or not shown. This is a subset, so the mix of outcomes need not match the whole.

SMILES	CHOP UPR activ	tim23-1 inh	APJ agonist	Mdm2-MdmX inh	APJ antagonist	CCR6 antag	XBP1 UPR activ	CXCR6 inh	EBI2 block
COCCCNC(=O)CCC(=O)NNc1nc2ccccc2c2nc(-c3ccccc3)nn12	2.6	-1	1	-2	-5	3	2	0	-7
COc1ccc(C2CC(c3ccccc3Cl)Nc3ncnn32)cc1OC (stereo unspecified)	-0.7	9	7	-13	9	0	0	-2	-10
O=C(/C=C/c1ccccc1)C1=C(O)C(=O)N(CCO)C1c1ccccc1[N+](=O)[O-] (stereo unspecified)	7.6	2	-3	-11	5	15	1	6	1
CCN(c1ccc(NC(=O)COC(=O)c2ccc(C)s2)cc1)C(C)C	-1.1	30	1	3	0	3	-4	4	50*
O=c1[nH]c2c(s1)C(c1ccccc1)C1C3CCC(C3)C1S2 (stereo unspecified)	-0.6	7	-4	23	2	4	3	12	-16
Cc1ccc(SCC(=O)Nc2ncc(C)s2)cc1	3.4	20	-3	-9	20	15	4	9	7
CCCCC#Cc1ccc(C(=O)NNC(=O)Nc2ccccc2)o1	-0.1	-121	-5	13	3	-1	5	5	-6
COc1ccc(C(=O)n2nc(-c3ccccc3)nc2N)cc1OC	1.1	17	1	4	18	-1	1	-1	16
Cc1ccc(C(c2nnnn2CS(=O)(=O)c2ccc(C)cc2)N2CCCC2)cc1 (stereo unspecified)	1.0	11	-1	26	2	-2	1	-4	-7
COc1ccc(C(=O)COC(=O)c2c(C)noc2C)cc1Cl	1.3	23	-4	11	8	14	-1	-1	2
COc1ccc(OCCOC(=O)c2cccc(-n3cnnn3)c2)cc1	-0.9	0	-3	5	16	9	-3	-5	1
C=C1CCN([C@H](C(=O)NCc2ccccc2)C(C)C)S(=O)(=O)c2ccccc21	-1.0	19	-3	4	-9	-8	3	1	0
COCCn1c(SCC(=O)c2ccccc2)nc2c(c1=O)SCC2	-0.6	12	-5	20	9	8	2	2	-5
O=[N+]([O-])c1cccc(NC(=S)NCc2ccncc2)c1	-0.9	-3	-2	11	12	22	-3	4	-1
CCOC(=O)c1c(-c2ccc(F)cc2)cn2ccccc12	1.7	6	-3	11	-19	24	-1	1	7
NC(=O)C(Cc1ccccc1)NS(=O)(=O)c1ccc(N2CCCC2=O)cc1 (stereo unspecified)	0.5	11	5	17	-8	-14	-3	4	-3
Cc1ccc(S(=O)(=O)N2CCN(C(=O)COC(=O)c3ccccc3Cl)CC2)c(C)c1	-1.1	21	-1	6	3	17	-2	-6	8
COc1cc(-c2noc(CCCC(=O)Nc3cccnc3)n2)cc(OC)c1OC	-2.0	-7	-4	10	14	-11	-1	-6	-8
CC1Sc2ccc(S(=O)(=O)N3CCC(C(=O)Nc4cccc(Cl)c4)CC3)cc2NC1=O (stereo unspecified)	4.4	10	10	42	-23	20	-8	-1	9
O=C(Cc1cccs1)Nc1nnc(-c2ccc(F)cc2)s1	5.2	16	1	-11	-9	-3	-2	7	-3
Cn1nnnc1SCCNCc1ccc(Cl)cc1	-1.1	25	4	0	-17	0	-3	3	-15
NC(=O)C[C@H](NC(=O)c1ccc(Cl)cc1)C(=O)OCc1ccccc1	8.2	12	0	6	-8	-6	0	-3	0
Cc1onc(-c2c(F)cccc2Cl)c1C(=O)N(C)CC(=O)Nc1cccc(F)c1	-1.7	23	8	-9	11	9	-1	-18	-11
C[N+](C)(C)CCCCCC(=O)/C=N/O	-5.9	15	-3	-25	7	5	1	1	-6
CC(=O)NC1C(OCc2ccccc2)OC(CO)C(OC(C)=O)C1OC(C)=O (stereo unspecified)	-1.3	3	-3	-4	4	-14	-2	5	-2

Carrying on:
SMILES	CHOP UPR activ	tim23-1 inh	APJ agonist	Mdm2-MdmX inh	APJ antagonist	CCR6 antag	XBP1 UPR activ	CXCR6 inh	EBI2 block
COc1ccc(C(=O)NCCNc2nc3ccc(C)cc3cc2C#N)cc1	0.0	16	3	2	-14	0	0	-4	-4
CCOc1cc2c(cc1/C=C1/NC(=O)N(CC(=O)OC)C1=O)OCO2	0.4	9	-2	1	8	0	-1	-8	-5
CCOC(=O)N1CCN(C(=O)C2CCCN(S(=O)(=O)c3c(C)cc(C)cc3C)C2)CC1 (stereo unspecified)	1.9	20	-6	26	-18	10	-3	0	4
Cc1nn(Cc2ccc(F)cc2)c(C)c1NC(=O)c1cc(-c2ccco2)on1	-0.3	9	-3	14	-10	-10	-1	4	-1
COc1cc(/C=N/NC(=O)COc2cc(C)cc(C)c2)ccc1OS(=O)(=O)c1ccc(C)cc1	-0.7	7	-1	22	-20	-6	-4	-1	3
COc1ccc2oc(C(=O)N(C)Cc3ccc4c(c3)OCCO4)c(C)c2c1	0.9	39	-4	-17	6	2	2	6	13
CCOC(=O)C1CCN(C(=O)COC(=O)/C=C/c2cccc(OC)c2OC)CC1	1.3	20	-1	7	-14	-11	-2	-7	-3
CCSc1nc2cc(OC)c(OC)cc2c(=O)n1CCc1ccccc1	2.2	2	-2	6	-2	17	4	6	22
CSCCC(NS(=O)(=O)c1ccc2c(c1)OCCO2)C(=O)N(C)Cc1ccccc1F (stereo unspecified)	0.1	19	0	5	-10	2	-2	8	5
O=C(Nc1ccc(CN2CCOCC2)cc1)c1ccc(F)cc1	6.4	9	2	-18	10	-4	-4	2	2
CCOc1ccc(S(=O)(=O)NCCC(=O)N2CCN(c3ccccc3O)CC2)cc1	-0.1	-4	2	-2	-11	2	-1	-1	-21
CCCCCn1c(CN2CCN(c3cccc(Cl)c3)CC2)nc2c1c(=O)[nH]c(=O)n2C	2.1	20	-2	9	-7	26	4	9	20
O=S1(=O)CCN2C=C(Br)C=C(Br)C2=N1	-0.7	3	-2	1	-21	2	-1	2	-4
O=C1CC(C(=O)Nc2ccc(Cl)c(Cl)c2)S/C(=N\N=C\c2ccco2)N1 (stereo unspecified)	2.1	4	3	17	3	8	2	1	-5
CCOC(=O)Nc1ccc(NC(=O)c2ccccc2F)cc1	-0.5	-1	-1	-8	-1	-4	5	5	-7
Cc1ccc(Cl)cc1N1CCN(C(=O)c2noc(C)c2[N+](=O)[O-])CC1	0.3	32	3	75*	-28	-10	-5	1	-1
COc1ccc(-c2nn(-c3ccccc3)cc2C(=O)NC(=S)Nc2cc(Cl)ccc2Cl)cc1	0.7	-11	1	74*	27	45	3	26	7
C=CCn1c(SCc2nc3ccccc3c(=O)[nH]2)nc2sc3c(c2c1=O)CCCC3	0.1	0	-4	85*	7	9	132*	nt	nt
COC(=O)C(CC(C)C)NC(=O)c1ccc([N+](=O)[O-])c(C)c1 (stereo unspecified)	-0.7	6	-3	12	8	6	-1	5	-4
COc1ccc(-c2c(-c3ccsc3)oc(=O)c3cc(OC)c(OC)cc23)cc1	2.9	25	-3	15	14	18	-1	6	-5
Cc1cccc(OCC(=O)Nc2ccncc2)c1	1.5	-5	-3	15	2	-11	-2	1	-8
COC(=O)c1ccc(/C=N/N2CCN(Cc3ccccc3Cl)CC2)cc1	-1.3	-2	-5	5	-2	10	1	-2	13
ON=C1c2cc(OCCN3CCCCC3)ccc2-c2ccc(OCCN3CCCCC3)cc21	5.6	-21	-1	97*	15	17	-7	-2	-2
Cc1nc(Nc2c(Cl)cccc2Cl)sc1C(=O)Nc1ccccc1	-1.5	35	-2	24	3	1	-1	-5	2
C/C(=N\NC(=O)c1ccc(CSc2nncn2C)cc1)c1ccc2ccccc2c1	-0.6	-7	-3	-2	6	10	2	-7	0

(further entries)
SMILES	CHOP UPR activ	tim23-1 inh	APJ agonist	Mdm2-MdmX inh	APJ antagonist	CCR6 antag	XBP1 UPR activ	CXCR6 inh	EBI2 block
Cn1c(=O)n(C)c2cc(S(=O)(=O)Nc3ccccc3C(=O)O)ccc21	0.3	-6	0	6	-11	11	-4	-3	9
COc1cccc(CC(=O)Nc2nc(-c3cccnc3)cs2)c1	-0.1	17	-4	5	-8	8	-2	-2	15
Cc1c(C(C)CCCO)oc(=O)c2c1Oc1c(C)c(C(C)C[C@H](C)O)oc(=O)c1C2 (stereo partly specified)	2.1	-7	-2	7	0	12	-2	4	-14
O=[N+]([O-])c1cc(C(F)(F)F)cc([N+](=O)[O-])c1NCc1cccnc1	-1.1	15	2	8	-10	15	2	2	-8
C[C@H]1C=C(C(=O)O)O[C@@H](OCc2ccc(CO)cc2)C1	-1.3	-2	-3	-13	17	-1	-3	8	-5
O=C(N/N=C/C=C/c1ccccc1)c1cccs1	7.8	42	-4	-13	0	9	5	-8	5
Cc1ccccc1C(=O)Nc1ccc(O)cc1C(=O)O	1.2	7	-4	9	-12	9	-4	8	-15
Cc1c(C)c2ccc(OCC(=O)NC3CCN(Cc4ccccc4)CC3)cc2oc1=O	3.5	-12	-3	34	-1	7	-2	-4	-9
N#Cc1cccnc1N1CCN(C(=O)COCC(=O)O)CC1	0.6	-6	-4	4	-2	1	0	7	-10
COc1ccc(NC(=O)c2scc(S(=O)(=O)C(C)C)c2N)cc1	3.6	28	-1	-53	14	2	1	2	1
O=C1OCCN1C(=O)[C@H]1[C@H](c2ccc(Cl)cc2)C(c2ccccc2)=NN1c1ccc(Br)cc1	0.6	40	nt	3	nt	18	1	-1	5
CC1CCN(C(=O)CS(=O)(=O)Cc2ccccc2)CC1	6.6	-1	2	-31	15	4	-3	-2	2
CS(=O)(=O)N1CCN=C1SCc1cccc(F)c1	0.7	15	5	8	10	6	-7	2	-6
CCC1CCc2c(sc(NC(=O)c3cnccn3)c2C(N)=O)C1 (stereo unspecified)	6.6	17	-2	49	-1	-4	6	3	-5
Cc1ccc(-c2noc(-c3cccs3)n2)cc1	-2.0	22	-3	-178	16	-3	-5	0	1
CNS(=O)(=O)c1ccc(NC(=O)Nc2ccc3c(c2)OCO3)cc1	5.9	6	5	-66	-5	8	-3	5	4
CC(C)(C)NC(=O)CSc1nncn1-c1ccccc1	2.2	4	-1	4	9	-7	-1	0	-2
Brc1ccc(OCCN2CCOCC2)cc1	0.6	11	-1	12	4	-2	-6	-10	-12
CCOC(=O)Cn1c(=O)oc2cc(S(=O)(=O)NCc3ccccn3)ccc21	1.0	-9	-3	-28	-60	-13	1	4	-4
Cc1ccc(Nc2nc(-c3ccc(S(=O)(=O)N4CCOCC4)cc3)cs2)cc1	1.6	22	3	29	-23	2	0	-4	13

Given with values under each structure: part of the list above.
Results follow in this order: CHOP UPR activ	tim23-1 inh	APJ agonist	Mdm2-MdmX inh	APJ antagonist	CCR6 antag	XBP1 UPR activ	CXCR6 inh	EBI2 block
Cc1cccc(OCC(=O)Nc2ccncc2)c1
 : 1.5	-5	-3	15	2	-11	-2	1	-8
C=C1CCN([C@H](C(=O)NCc2ccccc2)C(C)C)S(=O)(=O)c2ccccc21
 : -1.0	19	-3	4	-9	-8	3	1	0
COCCCNC(=O)CCC(=O)NNc1nc2ccccc2c2nc(-c3ccccc3)nn12
 : 2.6	-1	1	-2	-5	3	2	0	-7

Assay outcomes deposited in PubChem BioAssay by Sanford-Burnham Center for Chemical Genomics.
